# S2 tox – Viability Counterscreen for Primary qHTS for Inhibitors of ATXN expression; 400,000 tested, 0.49% active; Potency, µM (doses to about 56.7 µM), most hits filed as cytotoxic; AID 651635, 2014; S2 cells (HEK-293 line with an ATXN2-luciferase reporter) viability, CellTiter-Fluor protease fluorescence, 24 h; further: nearly all actives have a fitted effect of over 40% in size
# MCF10A rereplic – A quantitative high throughput screen for small molecules that induce DNA re-replication in MCF 10a normal breast cells | MCF 10A DNA re-replication, Hoechst nuclear intensity, 48 h | Potency, µM (top dose mostly 46.1 µM), inactives show at the top dose activity, positive = re-replication, usual class: activators | 350,000 tested, 2.9% active; further: % of control where 0% means no effect; nearly all actives have a fitted effect of over 50% in size
# Nrf2 activator – qHTS of Nrf2 Activators | AREc32 ARE-luciferase reporter (MCF7-derived line), luminescence, 24 h | Potency, µM (titrated, usually from 46.1 µM), for inactives: top-dose activation, hits mostly activators | 410,000 tested, 0.31% active | AID 624171, 2012; further: % of control where 0% means no effect; nearly all actives have a fitted effect of over 65% in size
#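 Reporter line AREc32 (ARE-Fluc), seeded overnight in OPTI-MEM with 5% FBS; compound pin-transferred, 24 hr at 37 deg C, 5% CO2; luminescent read-out.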
# TGFb inhibitor – qHTS for Inhibitors of TGF-b | HepG2 CAGA-GFP TGF-b/SMAD3 reporter, GFP fluorescence, 18 h; TGF-beta stimulated, 500 pg/mL final | Potency, µM (doses to about 46.1 µM), inactives show at the top dose activity, negative = inhibition, usual class: inhibitors | 410,000 tested, 1.2% active | AID 588855, 2011; further: on the % scale 0 is the no-effect control and ±100 the full control effect; nearly all actives have a fitted effect of over 65% in size
#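 Using HEPG2 CAGA-GFP reporter cells at 1000 cells/well, we pinned test compounds, stimulated with recombinant TGF-beta (500 pg/mL final) and measured total well GFP after 18 h.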
# HepG2 viability – qHTS for Inhibitors of TGF-b: Cytotox Counterscreen. HepG2 CAGA-GFP viability, ATP luminescence, 18 h. Potency, µM (series often up to 46.1 µM), for the others: top-dose activity change, negative = cytotoxicity, actives largely listed as cytotoxic. 410,000 tested, 0.76% active; further: some results filed as inactive show a strong effect at the top dose
#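 CellTiter-Glo luminescence gave cytotoxicity after 18 hours at 37 degrees C. The cells were HepG2 CAGA-GFP in 1% FBS DMEM, stimulated with 500 pg/mL TGF-beta after compound addition. %Activity was normalised to no-cell wells (complete cell-killing) and DMSO (no toxicity), and curves were fitted and classified.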
# EPAC2 antag – qHTS for Antagonist of cAMP-regulated guanine nucleotide exchange factor 2 (EPAC2): primary screen. EPAC2 GEF exchange of Rap1B-BODIPY-GDP, fluorescence. Potency, µM (titrated, usually from 114 µM), for inactives: at the highest dose activity, negative = inhibition, actives largely listed as inhibitors. 360,000 tested, 0.18% active. AID 720708, 2013; further: on the % scale 0 is the no-effect control and ±100 the full control effect; nearly all actives have a fitted effect of over 45% in size; many of its hits are not listed in these tables
# Target sequence (Q8WZA2 whole entry, looked up): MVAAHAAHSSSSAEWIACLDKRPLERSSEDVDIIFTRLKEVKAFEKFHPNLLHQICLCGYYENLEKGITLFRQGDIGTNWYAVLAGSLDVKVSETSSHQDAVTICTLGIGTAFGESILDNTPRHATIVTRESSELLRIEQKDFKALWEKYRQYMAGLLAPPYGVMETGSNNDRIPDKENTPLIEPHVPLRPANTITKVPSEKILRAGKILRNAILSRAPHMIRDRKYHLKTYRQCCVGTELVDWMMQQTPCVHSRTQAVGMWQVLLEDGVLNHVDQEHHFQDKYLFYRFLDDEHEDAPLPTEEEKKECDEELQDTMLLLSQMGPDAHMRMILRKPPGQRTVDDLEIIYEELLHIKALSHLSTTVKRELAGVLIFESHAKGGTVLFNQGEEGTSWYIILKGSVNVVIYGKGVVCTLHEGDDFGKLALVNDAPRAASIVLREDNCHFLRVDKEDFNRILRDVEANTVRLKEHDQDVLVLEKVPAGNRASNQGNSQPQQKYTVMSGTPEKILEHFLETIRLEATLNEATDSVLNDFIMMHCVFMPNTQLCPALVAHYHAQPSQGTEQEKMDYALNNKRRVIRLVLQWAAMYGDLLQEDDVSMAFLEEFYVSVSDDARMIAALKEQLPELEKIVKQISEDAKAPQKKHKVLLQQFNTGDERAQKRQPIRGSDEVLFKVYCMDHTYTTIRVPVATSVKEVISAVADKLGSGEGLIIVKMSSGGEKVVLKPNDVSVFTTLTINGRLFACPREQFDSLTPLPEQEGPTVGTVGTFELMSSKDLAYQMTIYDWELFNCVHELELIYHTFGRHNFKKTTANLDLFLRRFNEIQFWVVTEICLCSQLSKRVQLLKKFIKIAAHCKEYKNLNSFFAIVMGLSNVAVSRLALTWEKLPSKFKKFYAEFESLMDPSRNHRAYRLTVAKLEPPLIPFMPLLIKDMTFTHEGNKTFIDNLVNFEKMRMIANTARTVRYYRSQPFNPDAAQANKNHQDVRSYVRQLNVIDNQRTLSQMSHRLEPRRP
# ATXN2 expr inh – Primary qHTS for Inhibitors of ATXN expression; Potency, µM (series often up to 57 µM), inactives show top-dose activity change, negative = inhibition, usual class: inhibitors; HEK-293 ATXN2-luciferase reporter, luminescence, 24 h; AID 1745845, 2022; 360,000 tested, 0.72% active; further: on the % scale 0 is the no-effect control and ±100 the full control effect; nearly all actives have a fitted effect of over 55% in size
#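 qHTS (up to 57 uM final) was run with 24 h compound exposure of reporter cells at 37 °C. Each well was multiplexed: SteadyGlo luminescence measured ATXN2-luciferase expression after a fluorogenic Gly-Phe-AFC viability readout (25 uM final).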
# Nrf2 inh – Nrf2 qHTS screen for inhibitors. A549 ARE-Fluc reporter, luciferase luminescence, 18-24 h. Potency, µM (series often up to 46 µM), for inactives: top-dose activity change, negative = inhibition, most hits filed as inhibitors. 360,000 tested, 2.1% active; further: on the % scale 0 is the no-effect control and ±100 the full control effect; nearly all actives have a fitted effect of over 60% in size
#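 In this cell-based qHTS, ARE-driven firefly luciferase in A549 cells reports Nrf2 activity; the luminescent signal after BugLite lysis is the measured value, with a prior CellTiter-Fluor read for cell health.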
# A549 tox – Nrf2 qHTS screen for inhibitors: counterscreen for cytotoxicity | A549 ARE-Fluc cells, CellTiter-Fluor viability, 18-24 h | Potency, µM (top dose mostly 46 µM), for inactives: top-dose activity change, negative = cytotoxicity, hits mostly inhibitors | 390,000 tested, 0.16% active | AID 504648, 2011; further: on the % scale 0 is the no-effect control and ±100 the full control effect
#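 Cytotoxicity counterscreen: CellTiter-Fluor fluorescence was measured in A549 ARE_Fluc cells after 18-24 h of compound exposure in a concentration series. The subsequent BugLite luminescent read reports ARE-luciferase activity.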
# * hit, by the source's call; i = inactive; ? = inconclusive; / = no result given; & = joins results of further samples; [ ] = dose if it differs, or a comment. The call rests on the fitted dose curve; in most records, active means well fitted curve in the direction sought with a large enough effect; inconclusive means small, poorly fitted or top-dose-only effect, or another doubt; inactive means no such curve, though single readings can be large; an effect the other way counts as inactive or inconclusive. Potency means the concentration at half of the fitted maximal effect. These rows are one share of the data; count on the stated rates, not on these rows.
SMILES,S2 tox,MCF10A rereplic,Nrf2 activator,TGFb inhibitor,HepG2 viability,EPAC2 antag,ATXN2 expr inh,Nrf2 inh,A549 tox
COC(=O)c1ccc(C23CC4(C2)[C@H](CN(C)[C@@H]4c2ccccc2)C3c2ccc(Cl)nc2)cc1 (some centres not stated),i,?,4.8%,-1.2%,-16.1%,5.3%,-14.6%,7.0%,0.1%
CCC(C(=O)Nc1ccc([N+](=O)[O-])cn1)c1ccccc1 (configuration not stated),i,-0.3%,-0.2%,-14.8%,0.8%,-7.7%,-24.5%,-0.5%,2.8%
Cc1ccc(-n2nc(-c3ccco3)cc2C(=O)O)c(C)c1,?,0.5%,0.0%,-9.8%,22.0%,3.9%,-11.6%,8.9%,-0.5%
COc1cccc(-c2nc(-c3cccc(C)c3)nc3cc(Cl)ccc23)c1,i,/,-0.3%,/,/,1.9%,-8.9%,/,/
O=C(NC(c1ccc(-c2ccccc2)cc1)c1cnccn1)C1CCN(Cc2ccc(Oc3ccccc3)cc2)CC1 (configuration not stated),?,/,-0.4%,?,-61.6%,5.4%,?,/,/
CN(C)c1ccc(NC(=O)c2cccc(N3C(=O)CCC3=O)c2)cc1,i,1.1%,0.6%,21.3%,1.1%,1.1%,16.0%,-5.8%,-2.6%
COc1ccc(CCNC(=O)c2ccc(SC)cc2OC)cc1,i,2.4%,-0.1%,7.8%,-4.1%,-17.8%,-22.0%,-5.0%,-4.4%
CN(C)c1nc(Oc2ccc(OCCOc3ccccc3)nn2)nc(N(C)C)n1,i,12.1%,3.1%,-4.9%,-20.3%,3.3%,-16.6%,9.1%,16.8%
Cc1ccc(NC(=O)C(CC(C)C)NC(N)=O)cc1 (configuration not stated),i,4.6%,-0.3%,-21.4%,-4.5%,3.8%,-3.8%[11.3 µM],-4.1%,-1.3%
N=C1c2ccccc2CN1c1ccc(S(=O)(=O)N2CCCCC2)cc1,i,0.6%,0.5%,?,-22.9%,6.1%,-12.0%,5.6%,1.9%
COc1ccc(CN(C)CCc2ccccn2)cc1OC,i,-0.7%,0.3%,2.1%,4.6%,9.5%,-5.7%,8.7%,-4.9%
O=C(OCc1ccccc1)Oc1cncc(C(=O)O)c1,i,11.6%,0.3%,-1.7%,-15.0%,-1.1%,-4.0%,8.4%,2.2%
COc1ccc(N2CCN(CCCNC(=O)C3CCN(S(=O)(=O)N4CCOCC4)CC3)CC2)cc1,i,-1.7%,0.2%,-9.9%,-15.8%,-6.3%,-11.9%,-2.2%,-1.4%
CC1O[C@@H](O[C@H](C)CC/C=C/C(=O)O)C(O)C[C@H]1O (some centres not stated),i,-9.2%,-1.1%,-11.6%,-0.3%,31.2%[activator],3.2%,6.3%,2.9%
Nc1nonc1/C(=N/O)N1CCN(CCO)CC1,i,0.9%,0.2%,0.0%,19.3%,9.2%,4.4%,6.8%,1.8%
CCc1nc2sccc2c(=O)n1N,i,-38.6%[inhibitor],-0.1%,14.7%,0.0%,2.2%,-9.4%,-12.1%,6.7%
COc1ccc(S(=O)(=O)N2CCOCC2)cc1C(=O)N(C)Cc1ccco1,?,-15.5%,-0.9%,1.7%,8.4%,7.3%,/,7.8%,-8.7%
CSc1nsc(SCCN2C(=O)c3ccccc3C2=O)n1,i,-0.9%,4.5%,-3.5%,1.9%,-11.1%,-9.6%,/,18.6%
COc1cccc(NC(=O)c2sc(Cl)nc2C)c1,i,14.3%,?,-2.5%,1.7%,19.1%,5.3%,12.6%,1.1%
O=C(COc1ccc(Cl)cc1)OCc1cc(=O)n2nc(-c3cccs3)sc2n1,i,/,4.2%,-0.4%,1.3%,/,-13.6%,?,-1.0%
O=C(Nc1ccc(Cl)cc1)N1CCN(c2ccccc2)CC1,i,-8.9%,1.8%,-1.6%,4.5%,0.1%,5.0%,-18.7%,-5.5%
O=C(CCCCC(=O)NC1CCCC1)NC1CCCC1,i,-4.8%,0.4%,-7.9%,3.4%,2.9%,0.4%,7.7%,-2.2%
CCCN1CCCC[C@H]1C(=O)Nc1c(C)cccc1C,i,-43.1%&1.7%[inhibitor],-0.2%,11.2%,2.0%,0.0%,-0.7%&-10.9%,26.5%,-1.0%
CCC(Sc1nc(N)c(NC(=O)c2ccc(OC)c(OC)c2)c(=O)[nH]1)C(=O)OC (configuration not stated),i,-7.3%,0.1%,10.2%,-0.9%,3.2%,-28.9%,8.8%,-10.5%
O=C1CN(C(=O)/C=C/c2ccc(Cl)cc2)c2ccccc2N1,i,26.2%,5.8%,-12.3%,-14.8%,-9.5%,-5.2%,-5.0%,9.2%
O=C(CNS(=O)(=O)c1c(F)cccc1F)NC1CCCc2ccccc21 (configuration not stated),i,-0.6%,-0.2%,8.0%,-9.6%,13.2%,7.3%,3.5%,2.6%
CC(Oc1ccc(Br)cc1)C(=O)NCC(c1cccs1)N1CCOCC1 (configuration not stated),?,5.6%,2.2%,1.6%,9.4%,4.9%,-14.8%,-0.1%,0.2%
CN1C(=O)c2cccc3c(N)ccc(c23)C1=O,/,14.2%,-0.5%,-12.1%,-3.5%,79.0%[activator],/,11.3%,?
O=S(=O)(c1ccccc1)N1CCC(n2cnc3ccccc32)CC1,i,4.7%,-0.1%,10.7%,-10.5%,6.5%,-10.6%,?,1.0%
FC(F)(F)c1ccccc1-c1ccc2nncn2c1,i,/,-1.4%,?,-50.4%,16.4%,13.0%,/,/
CC(=O)Nc1ccc(S(=O)(=O)Nc2nc(-c3ccc(C(C)(C)C)cc3)cs2)cc1,i,-4.8%,-0.5%,5.3%,-28.6%,-4.7%,3.1%,12.6%,4.3%
O=[N+]([O-])c1ccc(C(O)CN=Cc2ccc(O)cc2O)cc1 (configuration not stated),i,16.4µM*,7.2%,?,-10.5%,0.3%,/,26.8%,-8.0%
CCC1CCCCN1C(=O)Nc1cc(Cl)ccc1OC (configuration not stated),i,-8.1%,0.2%,-1.0%,-3.3%,-4.2%,2.6%,0.2%,-2.0%
O=C(c1ccc(F)cc1)n1c(=S)nc2ccccn21,i,4.6%,2.51µM*,21.2%,-1.6%,-0.7%,147.6%[activator],?,-1.6%
CN1C(=O)N(S(=O)(=O)c2ccc(F)c(F)c2F)C(=O)C1(C)C,?,-1.1%,-0.3%,-12.9%,-1.1%,-0.9%,3.2%,-20.9%,-6.7%
O=C(NCc1cccc(Cl)c1)c1ccc(N2CC3CC(C2)c2cccc(=O)n2C3)c(NC(=O)c2cccnc2)c1 (configuration not stated),i,-1.6%,-0.6%,-14.5%,1.7%,4.5%,-0.9%,8.3%,2.8%
CCCCC(c1nnnn1Cc1ccco1)N1CCN(c2nc3ccccc3s2)CC1 (configuration not stated),i,?,2.1%,-8.0%,6.1%,-5.6%,0.9%,?,-15.9%
FC(F)(F)c1ccc(CSc2ccccn2)cc1,i,-0.8%,0.2%,-3.0%,-21.0%,-8.0%,-13.0%,-22.2%,1.6%
Cc1onc(C(N)=O)c1C(=O)Nc1ncc(C(F)(F)F)cc1Cl,i,-18.7%,-0.6%,6.1%,-5.3%,-0.7%,11.7%,5.6%,0.2%
Cc1cccn2c(=O)c(C(=O)NCCc3ccccc3)cnc12,i,/,-2.8%,-15.8%,-16.0%,/,-31.5%,/,2.6%
COc1cccc(NC(=O)C2CCCC2)c1,i,8.6%,-0.4%,-5.6%,-11.3%,-1.0%,5.2%,10.2%,-3.6%
CN(CC(=O)NC1CCCCCCC1)S(=O)(=O)c1cnc[nH]1,?,-2.4%,-0.3%,4.2%,-9.7%,-2.0%,5.8%[11.3 µM],-6.9%,0.1%
COc1ccc(C(=O)Nc2nc3ccccc3[nH]2)cc1S(=O)(=O)N1CCCC1,i,-2.1%,0.1%,-4.0%,-9.0%,-3.3%,-1.8%,?,-7.4%
O=c1[nH]nnc2c1ncn2C1OC(CO)C(O)C1O (configuration not stated),?,/,0.4%,?,-19.6%,7.1%,-22.3%,/,/
Cc1ccc(C(C(=O)NC2CCCC2)N(C(=O)c2csnn2)C2CC2)cc1 (configuration not stated),i,10.1%,2.1%,?,-19.5%,-9.6%,22.2%,-5.5%,0.3%

# Part of the list above in order of molar mass, falling:
SMILES,S2 tox,MCF10A rereplic,Nrf2 activator,TGFb inhibitor,HepG2 viability,EPAC2 antag,ATXN2 expr inh,Nrf2 inh,A549 tox
O=C(NCc1cccc(Cl)c1)c1ccc(N2CC3CC(C2)c2cccc(=O)n2C3)c(NC(=O)c2cccnc2)c1 (configuration not stated),i,-1.6%,-0.6%,-14.5%,1.7%,4.5%,-0.9%,8.3%,2.8%
CCCCC(c1nnnn1Cc1ccco1)N1CCN(c2nc3ccccc3s2)CC1 (configuration not stated),i,?,2.1%,-8.0%,6.1%,-5.6%,0.9%,?,-15.9%
COc1ccc(C(=O)Nc2nc3ccccc3[nH]2)cc1S(=O)(=O)N1CCCC1,i,-2.1%,0.1%,-4.0%,-9.0%,-3.3%,-1.8%,?,-7.4%
Cc1ccc(C(C(=O)NC2CCCC2)N(C(=O)c2csnn2)C2CC2)cc1 (configuration not stated),i,10.1%,2.1%,?,-19.5%,-9.6%,22.2%,-5.5%,0.3%
CN1C(=O)N(S(=O)(=O)c2ccc(F)c(F)c2F)C(=O)C1(C)C,?,-1.1%,-0.3%,-12.9%,-1.1%,-0.9%,3.2%,-20.9%,-6.7%
Cc1cccn2c(=O)c(C(=O)NCCc3ccccc3)cnc12,i,/,-2.8%,-15.8%,-16.0%,/,-31.5%,/,2.6%
O=C(c1ccc(F)cc1)n1c(=S)nc2ccccn21,i,4.6%,2.51µM*,21.2%,-1.6%,-0.7%,147.6%[activator],?,-1.6%
FC(F)(F)c1ccc(CSc2ccccn2)cc1,i,-0.8%,0.2%,-3.0%,-21.0%,-8.0%,-13.0%,-22.2%,1.6%
COc1cccc(NC(=O)C2CCCC2)c1,i,8.6%,-0.4%,-5.6%,-11.3%,-1.0%,5.2%,10.2%,-3.6%
